Bioassay records: PubChem, several laboratories
HSF1 inhib = HSF1 inhibition. NIH3T3-HGL HSE-luciferase, MG132-induced, luminescence 8 h; hits give low values. activity change, negative = inhibition, % at 7.5 µM (by protocol). hit rate 0.77% among 300,000;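 active = more than half of replicate wells show activity change below -50%, luminescence cut by over half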;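 also: luciferase reports HSF-1 transcriptional activity via heat shock element; 0% = median of DMSO wells and -100% = zero luminescence signal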
HSP90 refold inh = inhibitors of HSP90 luciferase refolding in rabbit reticulocyte lysate | luciferase refolding luminescence, 3 h | inhibition, % at 5.6 µM | hit rate 0.91% among 290,000 | AID 1789;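 active = inhibition above the screen-wide mean plus 3 SD, computed separately per campaign, cut at about 16% in these data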;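 also: 0% = DMSO wells and 100% = 60 µM geldanamycin wells; inhibitors lower the luminescence because luciferase stays unfolded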
GSK3B inh = inhibitors of human GSK3beta kinase. P49841. activity score (negative = inhibition), % at 10 µM. hit rate 0.038% among 300,000. AID 2097. GST-GSK3beta kinase, ADP-Glo luminescence, 60 min; hits give low values;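 active = more than half of replicate wells score below -50%, meaning over 50% inhibition versus plate controls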;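 also: 0% = median DMSO wells and -100% = median GW8510 positive control wells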
Target sequence (P49841 whole entry, looked up): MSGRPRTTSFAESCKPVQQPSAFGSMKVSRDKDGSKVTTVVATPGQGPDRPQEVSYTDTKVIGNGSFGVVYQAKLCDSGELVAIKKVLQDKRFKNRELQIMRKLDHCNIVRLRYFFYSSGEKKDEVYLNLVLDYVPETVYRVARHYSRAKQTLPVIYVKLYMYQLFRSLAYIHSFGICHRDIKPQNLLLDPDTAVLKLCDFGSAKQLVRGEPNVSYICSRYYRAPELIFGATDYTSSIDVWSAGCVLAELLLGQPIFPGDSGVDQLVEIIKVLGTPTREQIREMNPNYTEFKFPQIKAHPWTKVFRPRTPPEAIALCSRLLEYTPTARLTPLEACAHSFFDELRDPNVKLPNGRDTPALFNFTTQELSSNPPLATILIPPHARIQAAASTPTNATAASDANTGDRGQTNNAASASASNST
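Assay system: GST-fused GSK3beta enzyme, cell-free / Medium: Tris pH 7.5 buffer with MgCl2, DTT, BSA, heparin / Also added: peptide substrate plus 25 µM ATP (final) / Compound: 10 µM single point / Timing: kinase reaction with compound 60 min at room temperature / Detection: ADP-Glo luminescence / Benchmarks: DMSO neutral wells and GW8510 at 20 µM as positive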
HIF act = HIF pathway transcriptional activation. activation, % at 7.5 µM (by protocol). U2OS HRE-luciferase reporter, luminescence; normalized: DMSO 0%, desferrioxamine 100%. hit rate 0.32% among 300,000;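 active = mean activation of at least 10% of the iron chelator positive control signal, with at least half of replicates also reaching 10%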
GSK3 alpha inh = blocks human GSK-3 alpha kinase; ADP-Glo luminescence, 60 min; inhibition, % at 10 µM; AID 2650; P49840; hit rate 0.1% among 320,000;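 in the data active = inhibition above about 50%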;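 also: GST-tagged GSK-3 alpha with peptide substrate and 25 µM ATP; 0% = DMSO neutral wells and 100% = GW8510 positive control wells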
Target sequence (P49840 whole entry, looked up): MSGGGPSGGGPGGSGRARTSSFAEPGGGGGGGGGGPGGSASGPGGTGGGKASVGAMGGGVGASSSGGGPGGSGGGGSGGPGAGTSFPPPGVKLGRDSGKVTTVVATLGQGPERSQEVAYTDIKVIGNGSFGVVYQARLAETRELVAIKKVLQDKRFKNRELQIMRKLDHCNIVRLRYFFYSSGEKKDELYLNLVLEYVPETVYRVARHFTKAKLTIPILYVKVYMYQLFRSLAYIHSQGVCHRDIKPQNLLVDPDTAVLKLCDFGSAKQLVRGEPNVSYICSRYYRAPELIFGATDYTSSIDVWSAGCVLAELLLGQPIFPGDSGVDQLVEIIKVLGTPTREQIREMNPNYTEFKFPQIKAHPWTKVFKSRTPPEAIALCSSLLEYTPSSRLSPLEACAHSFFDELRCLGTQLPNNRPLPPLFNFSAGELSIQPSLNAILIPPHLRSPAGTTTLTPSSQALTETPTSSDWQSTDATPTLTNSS
IEC-6 tox = kills IEC-6 intestinal cells in KLF5 counter-screen. hit rate 0.78% among 290,000. IEC-6 cytotoxicity, luminescence viability. inhibition, % at 5 µM. AID 1825; in the data active = inhibition above about 22%;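 also: 0% = plate median of test compound wells and 100% = cytotoxic reference compound wells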
AI-2 QS mod = modulators of Vibrio harveyi AI-2 quorum sensing system | Vibrio harveyi JMH597 AI-2 luminescence/OD600 ratio, 9 h; hits give low values; strain lacks LuxN and CqsS sensors; 0 = neutral-control median | activity change, % at 7.5 µM | hit rate 0.4% among 300,000 | AID 2094; in the data active = activity change below about -75%, passing the limit was not always enough;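 also: luminescence divided by OD600 gain over 9 h not by final OD600 alone; inactives centre near 13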
aSyn UTR inh = MLPCN primary screen, SNCA 5' untranslated region | alpha-synuclein 5'UTR reporter, inhibitor activity | hit rate 0.82% among 300,000 | inhibition, % (tested at 7.5 µM); in the data active = inhibition above about 60%;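 also: H4 neuroglioblastoma cells stably carrying SNCA 5'UTR luciferase fusion; 0% = DMSO wells and 100% = positive control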
HSF1 activator = increases HSF-1 driven luciferase reporter signal. NIH3T3-HGL HSF-1 luciferase reporter, MG132, 8 h; 100% = twice DMSO control signal. activation, % at 9 µM. hit rate 1.7% among 300,000;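 active = mean replicate activation of at least 50% with a set share of replicates each reaching 50%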;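 also: 0% = median of the neutral control wells and 100% = twice that signal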
KLF5 inh = suppresses KLF5 promoter-driven expression; inhibition, % at 5 µM; AID 1700; hit rate 0.23% among 290,000; DLD-1 KLF5 promoter-luciferase reporter, luminescence;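 active = inhibition above a per-plate limit of that plate's mean compound inhibition plus 3 SD, cut at about 60% in these data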;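 also: 0% = DMSO wells and 100% = LY294002 at 200 µM; higher means less KLF5 promoter-driven luciferase light; inactives centre near -14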
Active calls of the source: *; nt = no result given.

SMILES	HSF1 inhib	HSP90 refold inh	GSK3B inh	HIF act	GSK3 alpha inh	IEC-6 tox	AI-2 QS mod	aSyn UTR inh	HSF1 activator	KLF5 inh
COC(=O)c1ccc(Oc2nc(N3CCCCC3)nc(N3CCOCC3)n2)cc1	-4	1	2	-0.4	-1	4	9	24	4	-10
CCOC(=O)c1cc2c(=O)n3ccccc3nc2n(Cc2ccccc2)c1=N	-12	-4	0	-1.0	1	1	23	4	-28	-20
O=C(O)C1CCC(=O)N1Cc1ccccc1Cl (stereo unspecified)	nt	4	nt	nt	-2	-4	nt	nt	nt	-23
CCOC(=O)C1=C(C)N(CCCC(=O)O)C(=O)NC1c1ccccc1 (stereo unspecified)	-3	nt	2	-0.2	-2	nt	28	5	4	nt
CC(C)(C)SCCNC(=O)CSCc1ccc([N+](=O)[O-])cc1	1	-1	2	0.8	-1	-1	31	-3	-6	4
O=C(CSc1nnnn1C1CCCC1)Nc1ccc(F)cc1	4	0	-1	0.0	-2	6	-32	-1	29	-10
Cc1ccc2nc(N3CCN(Cc4ccc(F)cc4)C3=O)c(C)cc2c1	5	0	0	0.8	-1	4	5	-34	5	1
CC(C)(C)c1ccc(C(=O)CCCSC2=C(C#N)C(c3ccco3)C3=C(CCCC3=O)N2)cc1 (stereo unspecified)	nt	3	nt	nt	-1	0	nt	nt	nt	-6
COc1ccccc1CNC(=O)CN1C(=O)CSc2ccc(S(=O)(=O)N3CCCC3)cc21	-11	1	-3	0.1	0	-3	66	-23	-3	-21
CCC(C)NC(=O)c1n[nH]c(=O)c2ccccc12 (stereo unspecified)	-1	2	1	-0.6	-2	-5	11	-11	-3	-8
COC(=O)c1sccc1NC(=O)C1CC1	-6	0	-4	-0.4	-2	0	14	9	5	-22
O=C(c1cc(=O)[nH]c2ccccc12)N1CCN(c2cccc(C(F)(F)F)c2)CC1	-2	-3	-3	0.0	1	4	17	25	-16	-11
Cc1cccc(C)c1OC(=O)C(c1ccccc1)c1ccccc1	-3	0	-3	-0.1	0	3	22	-2	0	-24
Cc1cc2cc(CNC(=O)c3ccc(C)c([N+](=O)[O-])c3)ccc2[nH]1	-1	2	-4	0.0	-2	1	1	1	-6	-4
COc1ccc(-n2c(N)cc(=O)[nH]c2=O)cc1	-9	-2	1	0.8	0	-2	30	-16	9	8
C=CCN1C(=O)C(Cc2ccc(OC)cc2)S/C1=N\N=C\c1cccs1 (stereo unspecified)	10	5	0	0.0	-3	-1	9	-5	27	5
O=C(CNC(=O)c1ccco1)Nc1ccncc1	0	nt	-2	-0.2	-1	nt	26	8	6	nt
CC(C)(C)c1[nH]c2ccccc2c1/C=N/O	-8	5	3	-0.2	2	2	9	4	5	1
Cc1cccc(C)c1NC(=O)CN(C1CCCCC1)S(C)(=O)=O	-2	-3	9	-4.3	0	-4	17	3	10	-65
O=C(O)C1CC(c2ccccc2F)=NO1 (stereo unspecified)	-2	-1	0	-0.1	-2	-3	22	-11	1	-3
Cc1cc(NC(=O)c2cnn3c(C(F)(F)F)cc(-c4ccccc4)nc23)no1	-4	0	1	-0.2	-1	-2	6	16	-7	-19
Cc1nn(C(=O)CCC(=O)NCc2cccc(F)c2)c2ccccc12	-2	2	6	0.4	-1	-3	17	4	-8	-2
Cc1ccc(C(C)C)cc1OCC(=O)NC1CCCCCCC1	7	nt	8	1.1	-2	nt	27	-12	-5	nt
COc1ccc(C(O)P(=O)(OC2CCCCC2)c2ccc(N(C)C)cc2)cc1OC (stereo unspecified)	4	1	5	-0.1	3	0	18	6	3	-31
CC(C)=CCc1c(O)cc(O)c2c1OC(c1ccc(O)cc1)CC2=O (stereo unspecified)	2	nt	-5	0.1	2	nt	43	-14	5	nt
Other results follow:
SMILES	HSF1 inhib	HSP90 refold inh	GSK3B inh	HIF act	GSK3 alpha inh	IEC-6 tox	AI-2 QS mod	aSyn UTR inh	HSF1 activator	KLF5 inh
O=S(=O)(c1ccc(OC(F)(F)F)cc1)N1CCCC(N2CCOCC2)C1 (stereo unspecified)	2	0	2	-1.8	-5	-1	17	-11	3	7
COc1ccccc1C(=O)CC(=O)c1ccccc1	23	-4	-1	-7.5	-1	12	4	-114	34	-61
CCCN(CCC)S(=O)(=O)c1ccc(C(=O)N2CCN(C)CC2)cc1	-2	-1	1	0.3	-2	-1	7	17	20	-22
Cc1ccc(OCc2ccc(C(=O)NN)o2)c([N+](=O)[O-])c1	11	0	-1	0.2	1	6	8	5	20	-12
Cc1ccc(S(=O)(=O)N2CCOCC2)cc1NC(=O)COC(=O)c1ccc2c(c1)OCCO2	-2	3	-2	-0.4	1	0	7	3	1	-7
O=C(CNC(=O)c1cccc(Br)c1)N/N=C/c1ccc[nH]1	6	-2	0	-1.6	-2	3	-1	9	13	5
CCC1=Nc2cc(C(=O)NCc3ccco3)ccc2Sc2ccc(Cl)cc21	2	3	2	1.4	0	22*	-1	16	26	45
N=c1c(C(=O)NC2CCCCC2)cc2c(=O)n3ccccc3nc2n1CC1CCCO1 (stereo unspecified)	2	8	2	0.2	-1	-4	28	-13	-1	-5
O=C(CN1C(=O)CSC1=O)NC1CCCCC1	-4	3	-2	0.2	0	7	59	-4	1	-8
O=C(CCNC(=O)c1ccc(Br)o1)NC1CCCC1	nt	-2	1	nt	-2	4	18	nt	nt	13
Cc1[nH]c(=O)c(C(=O)/C=C/c2ccccc2)c2c1CCCC2	55	5	6	0.1	-1	3	11	-146	71*	-2
COc1cc(/C=N/N2C(=O)C3C4c5ccccc5C(c5ccccc54)C3C2=O)ccc1O (stereo unspecified)	-3	2	-2	0.1	-4	7	38	0	-8	11
COc1cc2nc(CN(C)Cc3ccc(SC)cc3)[nH]c(=O)c2cc1OC	1	6	-2	0.2	1	-3	20	-3	5	-24
O=C(COC(=O)/C=C/c1ccc(Cl)cc1)NCCc1ccccc1	-1	-2	-6	-0.2	2	-2	14	-22	-4	-10
O=C(CN1CCN(c2ccccn2)CC1)Nc1ccccc1F	0	0	-3	-0.6	-1	8	-1	-20	15	-29
CC[n+]1c(C)sc2cc(C)ccc21	-3	-1	-2	-0.6	-2	-7	14	-3	-3	-5
Cc1ccc(C(C)C)c(OCC(=O)NN=C(CCl)CCl)c1	0	-2	0	-0.4	-3	-4	11	7	14	-10
CCN(C(=O)COC(=O)CSc1ccc(C(N)=O)cc1[N+](=O)[O-])C1CCCCC1	0	-2	-2	-0.3	-1	0	-7	5	1	-32
CN(Cc1cccc(Cl)c1Cl)CC(O)COc1ccccc1 (stereo unspecified)	2	-2	-3	0.9	-5	0	20	5	11	-19
COc1ccc(CNC(=O)C2CC(c3ccc(OC)cc3)=NO2)cc1 (stereo unspecified)	-4	2	-1	0.2	0	2	15	-18	11	-33
CCCCNc1cc(C)oc(=O)c1C(C)=O	-2	2	2	0.0	-1	1	18	15	-2	4
O=C(Nc1nncs1)C12CC3CC(CC(C3)C1)C2	-1	-2	3	0.1	-1	-17	12	-35	-3	-8
COc1ccc(C2C(C(=O)c3cccs3)=C(O)C(=O)N2c2nnc(C)s2)cc1OC (stereo unspecified)	2	1	4	nt	-5	-4	13	12	2	5
COc1ccc(/C=N/N2CCN(C)CC2)cc1OC	3	-2	-4	0.2	-1	-4	-8	0	19	-7
Cc1cc(=O)n2[nH]c(N)c(N=Nc3ccccc3)c2n1	-12	-2	-1	0.2	2	4	9	-46	9	-4

Record cards (already shown). Values in the order: HSF1 inhib, HSP90 refold inh, GSK3B inh, HIF act, GSK3 alpha inh, IEC-6 tox, AI-2 QS mod, aSyn UTR inh, HSF1 activator, KLF5 inh
COc1ccc(C2C(C(=O)c3cccs3)=C(O)C(=O)N2c2nnc(C)s2)cc1OC (stereo unspecified) in the list: 2, 1, 4, nt, -5, -4, 13, 12, 2, 5
CCCCNc1cc(C)oc(=O)c1C(C)=O in the list: -2, 2, 2, 0.0, -1, 1, 18, 15, -2, 4
CC[n+]1c(C)sc2cc(C)ccc21 in the list: -3, -1, -2, -0.6, -2, -7, 14, -3, -3, -5
COc1cc2nc(CN(C)Cc3ccc(SC)cc3)[nH]c(=O)c2cc1OC in the list: 1, 6, -2, 0.2, 1, -3, 20, -3, 5, -24

(next part)
SMILES	HSF1 inhib	HSP90 refold inh	GSK3B inh	HIF act	GSK3 alpha inh	IEC-6 tox	AI-2 QS mod	aSyn UTR inh	HSF1 activator	KLF5 inh
S=C(NCc1ccccc1)N/N=C/c1cccs1	17	0	-3	-0.1	0	8	1	-10	24	-10
Cc1onc(-c2ccccc2)c1C(=O)N/N=C(\N)COc1ccc(Cl)cc1	-9	-3	1	-0.3	-1	-3	7	28	-2	-10
COC(=O)c1c(NC(=O)/C=C/C(=O)O)sc(C)c1-c1ccc(C)cc1	2	5	6	-0.1	-4	-4	12	-3	-4	-66
COc1ccc(S(=O)(=O)c2ccc(OCC3CO3)cc2)cc1 (stereo unspecified)	-10	1	1	1.0	-4	-7	-31	-5	-8	-5
Cc1cc([N+](=O)[O-])nn1CC(=O)Nc1cccc2nonc12	-3	0	-1	-0.6	-4	-7	16	32	-11	-18
COCC(C)n1c(C)cc(C(=O)COC(=O)CN=C2NS(=O)(=O)c3ccccc32)c1C (stereo unspecified)	-2	-1	3	-0.3	-2	-5	11	-1	-7	-15
O=C(CCNS(=O)(=O)c1ccccc1)OCC(=O)c1ccc(Cl)cc1	-2	nt	-6	0.1	-2	nt	28	-11	0	nt
COCCn1c(SCC#N)nnc1-c1ccc([N+](=O)[O-])cc1	-5	-2	-5	-0.4	-1	7	13	0	-4	-20
O=C(CSc1nnc(CNc2ccc(F)cc2)n1CC1CCCO1)Nc1ccccc1 (stereo unspecified)	6	4	4	-0.1	0	-1	6	-3	2	-20
CC(C)c1ccccc1NC(=S)NC1CCN(Cc2ccccc2)CC1	-7	2	1	-44	nt	0	-16	-1	8	-4
O=C(NC1CCCCC1)c1ccc(COc2ccccc2)o1	8	nt	1	0.6	2	nt	21	1	-8	nt
C=CCn1c(=O)/c(=C/c2cc(OC)c(OC)c(OC)c2)s/c1=C(/C#N)c1nc2ccccc2n1C	-5	1	2	-0.1	0	1	25	12	-2	-10
CCOc1ccc(C(CC(=O)O)NC(=O)c2cccs2)cc1 (stereo unspecified)	-3	-1	-1	0.1	-4	-12	19	17	-10	-1
O=C(COc1ccc(-c2nnc(N3CCCCC3)c3ccccc23)cc1)N1CCCCC1	3	3	-1	-0.7	1	-3	27	14	16	-27
S=C(N/N=C1\CCc2ccccc21)NC1CCCCC1	-55*	26*	1	1.8	-2	6	24	-106	-64	5
COCCCC1CCN(C(=O)C2CCC(=O)N(C3CCCC3)C2)CC1 (stereo unspecified)	-4	1	1	-0.9	-2	-6	20	-4	8	-35
CCN(CC)S(=O)(=O)c1ccc(N2CCOCC2)c(NC(=O)C2COc3ccccc3O2)c1 (stereo unspecified)	7	4	3	-0.7	1	4	12	20	3	-7
COC(=O)c1c(NC(=O)Cc2ccccc2)sc(C)c1C	4	-2	-1	-0.2	-2	-3	1	28	5	-12
COC(=O)c1cccc(COC(=O)c2ccccc2NC(=O)c2ccco2)c1	15	-2	0	-0.3	2	5	37	-21	46	-19
Cc1ccc(/C=[N+](\[O-])c2ccc(N(C)C)cc2)c2nsnc12	-57*	6	2	-1.1	nt	5	20	2	-61	-51
